From PubChem BioAssay
OX1R antag: OX1R (human) antagonism; inhibition, % at 6.6 µM; OX1R-expressing cells, FRET antagonist read-out; O43613; 330,000 tested, 1.8% active; in the data active means inhibition mostly above about 38%, no sharp cut-off; inactive means mostly below about 40%;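 further: 0% = agonist challenge alone and 100% = reference antagonist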
Target sequence (O43613 whole entry, looked up): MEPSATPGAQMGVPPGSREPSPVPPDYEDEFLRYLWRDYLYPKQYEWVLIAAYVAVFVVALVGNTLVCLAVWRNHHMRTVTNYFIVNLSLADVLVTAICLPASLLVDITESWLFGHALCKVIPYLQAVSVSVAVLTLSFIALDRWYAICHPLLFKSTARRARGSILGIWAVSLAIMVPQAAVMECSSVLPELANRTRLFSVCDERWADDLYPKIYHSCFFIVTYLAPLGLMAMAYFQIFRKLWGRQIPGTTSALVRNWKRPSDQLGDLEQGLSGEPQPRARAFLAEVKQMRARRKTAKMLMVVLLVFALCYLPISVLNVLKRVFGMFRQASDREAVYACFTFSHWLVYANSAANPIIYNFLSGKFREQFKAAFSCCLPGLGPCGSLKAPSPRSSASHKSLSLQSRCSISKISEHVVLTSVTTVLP
KCNQ2 inh: KCNQ2 channel blockers in CHO-K1 cells – cell-based, FluxOR thallium flux, B-score, primary screen (AID 2156); 20 min; hits give low values; B-score at 10 µM; 310,000 tested, 1.1% active; O88943;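 active means fluorescence ratio B-score at most minus 3 library SDs, with starting brightness B-score within 2 library SDs, cut at about -5.5 in these data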
STK33 kinase inh: human STK33 kinase inhibition. Q9BYT3. purified STK33, MBP phosphorylation, ADP-Glo luminescence. inhibition, % at 10 µM. 320,000 tested, 0.073% active;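 active means inhibition at or above 25%, using the most active replicate where run in duplicate; inactive means inhibition below 25%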
Target sequence (Q9BYT3 whole entry, looked up): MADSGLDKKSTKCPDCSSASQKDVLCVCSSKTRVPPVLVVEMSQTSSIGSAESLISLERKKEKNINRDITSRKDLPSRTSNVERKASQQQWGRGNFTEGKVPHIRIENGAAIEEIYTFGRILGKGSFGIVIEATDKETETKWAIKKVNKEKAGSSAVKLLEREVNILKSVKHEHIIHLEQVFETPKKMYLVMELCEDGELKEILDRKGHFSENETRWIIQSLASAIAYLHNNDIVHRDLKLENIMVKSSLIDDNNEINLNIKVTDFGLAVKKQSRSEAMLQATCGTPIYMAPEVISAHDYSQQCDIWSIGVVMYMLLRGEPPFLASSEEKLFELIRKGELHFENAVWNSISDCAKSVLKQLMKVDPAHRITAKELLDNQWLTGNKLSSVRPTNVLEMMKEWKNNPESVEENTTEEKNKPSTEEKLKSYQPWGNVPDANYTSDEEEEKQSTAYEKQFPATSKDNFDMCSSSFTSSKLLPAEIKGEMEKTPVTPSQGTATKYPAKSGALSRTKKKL
* hit, by the source's call.

Results for CN(Cc1ccccc1)C(=O)c1ccc2c(c1)S(=O)(=O)N=C1CCCCCN12 ?
OX1R antag: 0; STK33 kinase inh: -0.3

Results for O=C(O)CCC(=O)OCc1c(-c2ccccc2)ncc2ccccc12 ?
OX1R antag: 13; STK33 kinase inh: -1.3

Results for Cc1cc(N)n(-c2ccc(S(=O)(=O)N3CCCC3)cc2[N+](=O)[O-])n1 ?
OX1R antag: 29; KCNQ2 inh: inactive; STK33 kinase inh: -0.9

How did CCN(CC)S(=O)(=O)c1ccc2c(c1)c(=O)c(C(=O)NCCc1ccccc1)cn2C do in these assays?
OX1R antag: 7; KCNQ2 inh: inactive; STK33 kinase inh: 0.7

How did O=C(Cn1c(=O)[nH]c2ccccc2c1=O)N1CCN(c2cccc(Cl)c2)CC1 do in these assays?
OX1R antag: 13; KCNQ2 inh: inactive; STK33 kinase inh: -1.6

Results for Cc1cc(Nc2nc(Cl)c(Cl)cc2Cl)n(-c2ccccc2)n1 ?
OX1R antag: 9; KCNQ2 inh: inactive; STK33 kinase inh: -1.8

How did O=C(CSc1nnc(Cn2nnc3ccccc32)o1)N(Cc1ccc(F)cc1)c1ccccc1 do in these assays?
OX1R antag: 78*; KCNQ2 inh: inactive; STK33 kinase inh: -2.6

What do the screens show for `Cc1nn(-c2ccc(Cl)c(Cl)c2)c(=O)c2ccccc12`?
OX1R antag: 12; KCNQ2 inh: inactive; STK33 kinase inh: 1.3

How did C[C@@H]1CC[C@]2(O[C@@H](CCO)C[C@H](O)[C@H]2O)O1 do in these assays?
OX1R antag: 29; KCNQ2 inh: inactive; STK33 kinase inh: 0.0

How did CN(C)N1C(N)=C(C#N)C(c2ccc(Br)cc2)C2=C1CCCC2=O (stereo not drawn) do in these assays?
OX1R antag: -4; KCNQ2 inh: inactive; STK33 kinase inh: -0.6

Next part; it opens with the two that closed the last part.
How did C[C@@H]1CC[C@]2(O[C@@H](CCO)C[C@H](O)[C@H]2O)O1 do in these assays?
OX1R antag: 29; KCNQ2 inh: inactive; STK33 kinase inh: 0.0

How did CN(C)N1C(N)=C(C#N)C(c2ccc(Br)cc2)C2=C1CCCC2=O (stereo not drawn) do in these assays?
OX1R antag: -4; KCNQ2 inh: inactive; STK33 kinase inh: -0.6

How did c1ccc(-c2nnc(-c3ccccc3)nn2)cc1 do in these assays?
OX1R antag: 1; KCNQ2 inh: inactive; STK33 kinase inh: -0.1

Results for CCN(CC)S(=O)(=O)c1ccc(NS(=O)(=O)c2ccc(F)cc2)cc1 ?
OX1R antag: 4; KCNQ2 inh: inactive; STK33 kinase inh: -0.8

How did CN(C)CCOc1ccccc1-c1ccccc1 do in these assays?
OX1R antag: 12; KCNQ2 inh: inactive; STK33 kinase inh: -5.0

How did O=C(COc1ccc(Br)cc1Br)NC(=O)NC1CCCC1 do in these assays?
OX1R antag: -1; KCNQ2 inh: inactive; STK33 kinase inh: -0.3

How did Cc1ccc(NCC(=O)N/N=C/c2cccc(Oc3ccccc3)c2)cc1 do in these assays?
OX1R antag: 13; KCNQ2 inh: inactive

How did Nc1nncn1C(=O)CCCOc1ccc(Cl)cc1Cl do in these assays?
OX1R antag: 9; KCNQ2 inh: inactive; STK33 kinase inh: -0.1

What do the screens show for `Cc1ccccc1CNc1nnnn1C`?
OX1R antag: 14; KCNQ2 inh: inactive; STK33 kinase inh: -1.1

What do the screens show for `COCCNc1nc(-n2nc(C)cc2C)nc2sc3c(c12)CCCC3`?
OX1R antag: -72; KCNQ2 inh: inactive; STK33 kinase inh: 0.0

Results for Cn1c(C(=O)N2CCCC(Nc3ccc(F)cc3)C2)cc2ccccc21 (stereo not drawn) ?
OX1R antag: 2; KCNQ2 inh: inactive; STK33 kinase inh: 0.4

What do the screens show for `CCn1cc(C(=O)N2CC(C)CC(C)C2)c(=O)c2cc(S(=O)(=O)N3CCCC3)ccc21` (stereo not drawn)?
OX1R antag: 17; KCNQ2 inh: inactive; STK33 kinase inh: 1.8

Results for COc1cc(C(=O)Nc2ccc(N3CCOCC3)cc2)ccc1OCc1c(C)noc1C ?
OX1R antag: 3; KCNQ2 inh: inactive; STK33 kinase inh: -1.7

Results for Clc1cc(Br)ccc1OCCOCCOc1cccc2cccnc12 ?
OX1R antag: 44; KCNQ2 inh: inactive; STK33 kinase inh: -2.7

Results for O=C(OC1Cn2c(=O)ccc(=O)n2C1)c1ccc([N+](=O)[O-])cc1 ?
OX1R antag: 45*; KCNQ2 inh: inactive; STK33 kinase inh: -1.3

What do the screens show for `COc1ccc(C(=O)N2CCC(C(=O)NC3CC3)CC2)cc1`?
OX1R antag: 2; KCNQ2 inh: inactive; STK33 kinase inh: -0.2

Results for CCNc1ccc(C(=O)OCC(=O)Nc2cc(C)on2)cc1[N+](=O)[O-] ?
OX1R antag: 19; STK33 kinase inh: -0.5

What do the screens show for `COc1ccc(N2CC(C(=O)N/N=C/c3ccc([N+](=O)[O-])cc3)CC2=O)cc1` (stereo not drawn)?
OX1R antag: 21; KCNQ2 inh: inactive; STK33 kinase inh: -2.0

Results for COc1ccc(CC(=O)N(c2ccccc2)c2nc(C)cs2)cc1 ?
OX1R antag: 10; KCNQ2 inh: inactive; STK33 kinase inh: -2.5

Results for COc1ccc(/C=C2\SC(=S)N(CC(=O)N(C)C3CCS(=O)(=O)C3)C2=O)cc1 (stereo not drawn) ?
OX1R antag: 19; KCNQ2 inh: inactive; STK33 kinase inh: 0.4

Results for CC(C)(C)SCCNS(=O)(=O)c1ccc(Cl)cc1 ?
OX1R antag: 12; KCNQ2 inh: inactive; STK33 kinase inh: 1.1

What do the screens show for `CC(C)c1ccc(NS(=O)(=O)c2ccc3c(c2)NC(=O)CO3)cc1`?
OX1R antag: 2; KCNQ2 inh: inactive

How did CCN(CC)c1ccc(/C=N/N2CCN(Cc3ccccc3)CC2)c(O)c1 do in these assays?
OX1R antag: 14; KCNQ2 inh: inactive; STK33 kinase inh: -1.8

How did CCOC(=O)N1CCC(N2CC34C=CC(O3)C(C(=O)Nc3ccc(F)cc3)C4C2=O)CC1 (stereo not drawn) do in these assays?
OX1R antag: 0; KCNQ2 inh: inactive; STK33 kinase inh: -0.1

How did CC12CCC(C(=O)NCCCN3CCOCC3)(OC1=O)C2(C)C (stereo not drawn) do in these assays?
OX1R antag: 7; KCNQ2 inh: inactive; STK33 kinase inh: 0.5

What do the screens show for `COc1cc2c(cc1OC)C(C)N(C(=O)CCN1C(=O)C3C4C=CC(C4)C3C1=O)CC2` (stereo not drawn)?
OX1R antag: 14; STK33 kinase inh: -1.5

Results for CCN(CC)c1c([N+](=O)[O-])ncn1C ?
OX1R antag: 8; KCNQ2 inh: inactive; STK33 kinase inh: -2.0

Results for COc1ccc(-c2nc3cc([N+](=O)[O-])ccc3o2)cc1 ?
OX1R antag: 4; KCNQ2 inh: inactive; STK33 kinase inh: -1.4

What do the screens show for `O=C(Nc1nnc(C2CC2)s1)C1CCCO1` (stereo not drawn)?
OX1R antag: 6; KCNQ2 inh: inactive; STK33 kinase inh: -1.9

What do the screens show for `COc1ccccc1C1NC(=O)CS1` (stereo not drawn)?
OX1R antag: 7; KCNQ2 inh: inactive; STK33 kinase inh: -0.4

What do the screens show for `N#C/C(=C/c1cn[nH]c1-c1cccc(Br)c1)C(=O)O`?
OX1R antag: 16; KCNQ2 inh: inactive; STK33 kinase inh: 5.8

How did COc1ccccc1N1CCN(S(=O)(=O)c2ccccc2)CC1 do in these assays?
OX1R antag: 0; KCNQ2 inh: inactive; STK33 kinase inh: 0.3

Results for CN(C)S(=O)(=O)c1ccc(C(=O)OCCn2cnc3c2c(=O)n(C)c(=O)n3C)cc1 ?
OX1R antag: 6; KCNQ2 inh: inactive; STK33 kinase inh: -1.3

What do the screens show for `Cc1ccccc1NS(=O)(=O)c1ccc(C(=O)N2CCCCCCC2)cc1`?
OX1R antag: 33; KCNQ2 inh: inactive; STK33 kinase inh: 0.9

How did COc1ccc(-c2cccc(C3CC=CC4C3C(=O)N(Cc3ccccc3)C4c3ccc(OC)c(Cl)c3)c2)cc1 (stereo not drawn) do in these assays?
OX1R antag: 12; KCNQ2 inh: inactive; STK33 kinase inh: 2.0

Results for O=[N+]([O-])c1cnccc1Nc1cccc(F)c1 ?
OX1R antag: 75*; KCNQ2 inh: inactive; STK33 kinase inh: 0.1

How did O=C(CSc1nc2ccccc2c(=O)n1CCCN1CCOCC1)c1c[nH]c2ccccc12 do in these assays?
OX1R antag: 17; KCNQ2 inh: inactive; STK33 kinase inh: -1.7

Results for Cc1ncc([N+](=O)[O-])n1CCOC(=O)c1ccc(Cl)cc1Cl ?
OX1R antag: 15; KCNQ2 inh: inactive; STK33 kinase inh: -0.9

Results for CC(C)Cc1cc(C(=O)Nc2ccc3c(c2)OCO3)no1 ?
OX1R antag: 9; KCNQ2 inh: inactive; STK33 kinase inh: 0.2

How did COc1cc(C(C)=O)ccc1Oc1ncccn1 do in these assays?
OX1R antag: 32; KCNQ2 inh: inactive; STK33 kinase inh: 1.0

Results for Cc1ccc(F)c(Cn2cnc3c(cnn3C(C)(C)C)c2=O)c1Cl ?
OX1R antag: 8; STK33 kinase inh: -0.8

How did COC(=O)c1ccc2c(c1)S(=O)(=O)NC(=NCCCN1CCOCC1)S2 do in these assays?
OX1R antag: 3; KCNQ2 inh: inactive; STK33 kinase inh: -1.5

Results for N#CC1=C(N)N(c2ccccc2)C2=C(C(=O)CCC2)C1c1cccs1 (stereo not drawn) ?
OX1R antag: 13; KCNQ2 inh: inactive; STK33 kinase inh: -0.9

How did Cc1ncc(CO)c2cc(S(=O)(=O)c3ccc(F)cc3)c(=O)oc12 do in these assays?
OX1R antag: 12; KCNQ2 inh: inactive; STK33 kinase inh: -1.0

What do the screens show for `COc1ccccc1/C=C/C=N/n1c(C2CCCCC2)n[nH]c1=S`?
OX1R antag: 16; KCNQ2 inh: inactive; STK33 kinase inh: -0.7

How did COc1cc2c(cc1OC)C(c1cccs1)N(C(=S)NC(C)C)CC2 (stereo not drawn) do in these assays?
OX1R antag: 9; KCNQ2 inh: inactive; STK33 kinase inh: -0.2

Results for O=C(C1CCCN(S(=O)(=O)c2cc(Cl)ccc2Cl)C1)N1CCOCC1 (stereo not drawn) ?
OX1R antag: 3; KCNQ2 inh: inactive; STK33 kinase inh: -0.2

Results for O=C1CN(C(=O)NCC(=O)N[C@H](Cc2ccccc2)C(=O)O)c2ccccc2N1 ?
OX1R antag: 16; KCNQ2 inh: inactive; STK33 kinase inh: 2.9

Results for COC(=O)c1ccccc1NS(=O)(=O)c1ccc2[nH]c(=O)[nH]c2c1 ?
OX1R antag: 2; KCNQ2 inh: inactive; STK33 kinase inh: 0.3

How did O=C(NCC(c1cccs1)N1CCOCC1)c1ccc([N+](=O)[O-])cc1 (stereo not drawn) do in these assays?
OX1R antag: 53; KCNQ2 inh: inactive; STK33 kinase inh: -1.3

How did Cc1ccc(NC(=O)CCC(=O)n2nc(C)cc2C)c(C)c1 do in these assays?
OX1R antag: 7; KCNQ2 inh: inactive; STK33 kinase inh: -3.7

What do the screens show for `Cc1cc(C)c(OCC(=O)Nc2ccccc2N2CCCCC2)c(C)c1`?
OX1R antag: 20; KCNQ2 inh: -5.6*; STK33 kinase inh: 0.2

What do the screens show for `O=C(NC1CCS(=O)(=O)C1)Oc1ccccc1` (stereo not drawn)?
OX1R antag: 10; KCNQ2 inh: inactive; STK33 kinase inh: -2.5

Results for COC(=O)c1ccc(C(=O)Nc2ccc(N)cc2N)cc1 ?
OX1R antag: 6; KCNQ2 inh: inactive; STK33 kinase inh: -0.7

How did CCS(=O)(=O)c1ccc2oc(SCC(=O)N3CCCCC3)nc2c1 do in these assays?
OX1R antag: 17; KCNQ2 inh: inactive

What do the screens show for `CC(=O)N1CCN(CC(C)(C)NS(=O)(=O)c2ccccc2)CC1`?
OX1R antag: 2; STK33 kinase inh: -0.1

Results for CC(C)C(=O)Nc1ccccc1N1CCN(C(=O)c2ccccc2)CC1 ?
OX1R antag: 19; KCNQ2 inh: inactive; STK33 kinase inh: 3.0

How did COc1cc(C(=O)COC(=O)c2cc([N+](=O)[O-])ccc2N2CCOCC2)ccc1OC(F)F do in these assays?
OX1R antag: 28; KCNQ2 inh: inactive; STK33 kinase inh: -1.6

How did CC1(CCc2ccc(O)cc2)NC(=O)NC1=O (stereo not drawn) do in these assays?
OX1R antag: 9; KCNQ2 inh: inactive; STK33 kinase inh: 1.6

Compounds above that contain a nitro group on carbon:
Results for Cc1cc(N)n(-c2ccc(S(=O)(=O)N3CCCC3)cc2[N+](=O)[O-])n1 ?
OX1R antag: 29; KCNQ2 inh: inactive; STK33 kinase inh: -0.9

Results for O=C(OC1Cn2c(=O)ccc(=O)n2C1)c1ccc([N+](=O)[O-])cc1 ?
OX1R antag: 45*; KCNQ2 inh: inactive; STK33 kinase inh: -1.3

Results for CCNc1ccc(C(=O)OCC(=O)Nc2cc(C)on2)cc1[N+](=O)[O-] ?
OX1R antag: 19; STK33 kinase inh: -0.5

What do the screens show for `COc1ccc(N2CC(C(=O)N/N=C/c3ccc([N+](=O)[O-])cc3)CC2=O)cc1` (stereo not drawn)?
OX1R antag: 21; KCNQ2 inh: inactive; STK33 kinase inh: -2.0

Results for CCN(CC)c1c([N+](=O)[O-])ncn1C ?
OX1R antag: 8; KCNQ2 inh: inactive; STK33 kinase inh: -2.0

Results for COc1ccc(-c2nc3cc([N+](=O)[O-])ccc3o2)cc1 ?
OX1R antag: 4; KCNQ2 inh: inactive; STK33 kinase inh: -1.4

Results for O=[N+]([O-])c1cnccc1Nc1cccc(F)c1 ?
OX1R antag: 75*; KCNQ2 inh: inactive; STK33 kinase inh: 0.1

Results for Cc1ncc([N+](=O)[O-])n1CCOC(=O)c1ccc(Cl)cc1Cl ?
OX1R antag: 15; KCNQ2 inh: inactive; STK33 kinase inh: -0.9

How did O=C(NCC(c1cccs1)N1CCOCC1)c1ccc([N+](=O)[O-])cc1 (stereo not drawn) do in these assays?
OX1R antag: 53; KCNQ2 inh: inactive; STK33 kinase inh: -1.3

How did COc1cc(C(=O)COC(=O)c2cc([N+](=O)[O-])ccc2N2CCOCC2)ccc1OC(F)F do in these assays?
OX1R antag: 28; KCNQ2 inh: inactive; STK33 kinase inh: -1.6
